Source: PubChem (National Center for Advancing Translational Sciences (NCATS))
Pf Dd2 inh: Plasmodium falciparum Dd2 growth inhibition. Potency, µM (doses to about 28.9 µM), without a hit: top-dose activity, negative = inhibition, most hits filed as inhibitors. P. falciparum Dd2 growth, SYBR Green, 72 h. 4.3% of 120,000 active; active = well fitted inhibition curve with a large enough effect; inconclusive = small, poorly fitted or top-dose-only effect; inactive = no such curve, though single readings can be large or run the other way;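 also: plate controls were DMSO vehicle for no effect and reference drug for full effect; nearly all actives have a fitted effect of over 65% in size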
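Infected erythrocytes (Dd2, 0.3% parasitemia, 2.5% hematocrit final) are added to compound in RPMI-1640/Albumax II medium, grown 72 h at 37C in low oxygen, then lysed with saponin/Triton-X containing SYBR Green and read by fluorescence.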
Numbers without * were called inactive; i = inactive; ? = inconclusive; & = joins results of further samples; [ ] = dose if it differs, or a comment. Potency is read from the fitted curve at half-maximal effect. Only part of the results is shown, so the mix of outcomes need not match the whole.

SMILES	Pf Dd2 inh
CC(Oc1ccccc1)C(=O)Nc1cnc(-c2cccc(Cl)c2)nc1 (stereo not given)	?
COc1cc(F)ccc1-c1cnc2n[nH]c(-c3ccccc3)c2n1	-17%[44.1 µM]
COCC(=O)N1CCc2cn(CC(C)C)c3cccc(c23)C1	?
C[C@@H]1C(=O)O[C@H]2[C@H]1CC[C@@]1(C)Cc3sc(NC(=O)NC4CCCCC4)nc3[C@@H](C)[C@H]21	11µM*
Cc1ccccc1CNC(=O)Cc1ccc(NC(=O)N2CCCCc3ccccc32)cc1	i
CCOC(=O)C1CCN(C(=O)C2COC3(CCCC(C)C3)N2C(=O)c2ccccc2F)CC1 (stereo not given)	?
COc1ccccc1C(=O)N1CCC(N2CC3CC(C2)[C@H]2CCCC(=O)N2C3)CC1 (stereo not given in full)	1%
Cc1cc2nn(-c3ccc(F)cc3)nc2cc1NC(=O)c1cc(Cl)ccc1Cl	28%
CCOC(=O)C1=CN(CC(=O)NCCc2ccc(Cl)cc2)S(=O)(=O)N=C1C	i
COc1ccc2nc(N(Cc3cccnc3)C(C)=O)sc2c1	i
Cc1ccc(C2=NC3(CCN(C(=O)c4ccc(F)cc4F)CC3)ON2)cc1	?
CC(=O)N1CC2(Cc3ccccc31)CN(C(=O)C1CC1)C2	-20%&19%[44.1 µM]
Cc1ccc(CNC(=O)NCCc2ncc(C)n2Cc2ccc(F)cc2)cc1	?
CCn1cc(CN2CCn3c(nnc3[C@@H]3C[C@@H](O)CN3Cc3cccnc3)C2)c(C)n1	24%
O=C1NCCOCCN(C(=O)COc2ccccc2)[C@H]2CCC[C@@H]12	48%[activator]
O=C(CCNS(=O)(=O)c1cccc2nsnc12)NCc1ccccc1	28%
CCCSCCCNC(=O)CN1C(=O)CCn2nc(-c3cn(C)c4ccccc34)cc21	i
CCCCCn1c(CNC(=O)c2ccccc2)nc2ccccc21	i
COc1cc2c(cc1OCc1ccncc1)NC(=O)C21CCN(CC2CC2)CC1	i
C[S+](=O)([O-])c1cccc(CN2CC(COc3ccccc3)C3(C2)CN(c2ccccc2)C3)c1 (stereo not given)	?
Cn1cc(CN2CCCC2c2ccccn2)c(-c2ccc(Oc3ccccc3)cc2)n1 (stereo not given)	7.1µM*
COc1cc(Cl)c(C)cc1NC(=O)CC1Oc2ccccc2NC1=O (stereo not given)	10%
COc1ccccc1-c1cc2c(ccn2C)c(C(=O)NCC2CCOCC2)n1	?
CNCc1cn(C[C@H]2CC3CCN2C[C@@H]3C(=O)Nc2ccccc2)nn1 (stereo not given in full)	30%[44.1 µM]
Cn1c(CNC(=O)CCc2ccnc(N3CCCC3)c2)nc2ccccc21	-16%
The results go on.
SMILES	Pf Dd2 inh
CCOc1cc(=O)n2c(c1C(=O)Nc1cccc(OC)c1)CCCCC2	i
Cc1cc2nc(CO[C@H]3CN(Cc4ccccc4F)C[C@H]3F)[nH]c2cc1C	i
COCC1CN(C)CC12CCN(Cc1ccc(F)cc1F)CC2 (stereo not given)	-25%
NC(=O)Cn1c(=O)n(CCCCCC(=O)NCc2ccc(F)cc2)c(=O)c2sccc21	8%
CCOc1ccc(S(=O)(=O)NCC(c2ccco2)S(=O)(=O)c2ccc(C)cc2)cc1 (stereo not given)	i
O=Cc1cccc(-c2cc(C(F)(F)F)ccc2Cl)c1	17%[44.1 µM]
CCn1cc(S(=O)(=O)N2CCC3(CC2)CC(OCCOC)CCO3)cn1 (stereo not given)	-19%
Cc1ccc2nc(NC(=O)CSc3ncc(C(=O)Nc4ccccc4)c(=O)n3C)sc2c1	13%
COc1ccccc1N(CC(=O)N1CCC(C)CC1)S(=O)(=O)c1ccc(C)cc1	0%
Cc1ccc(OCC(=O)Nc2cccc(-c3nc4ccccc4o3)c2C)cc1C	-6%
COc1cccc(N2C(=O)N(CC(=O)NCc3cccc(OC)c3OC)c3ccccc3S2(=O)=O)c1	-12%
O[C@@H]1CCN(c2nccc(C3(c4ccccc4Cl)CCNCC3)n2)C1	-17%
COc1ccccc1CN1C(=O)C(=O)c2cccc(C)c21	29%
CCOC(=O)C1(Cc2ccccc2F)CCCN(C(=O)c2cccs2)C1 (stereo not given)	i
Cc1nc(CC2CCN(C(=O)c3ccsc3)CC2)n[nH]1	2%
CC(C)N[C@@H]1CC[C@@H]1NC(=O)c1ccc(C(F)(F)F)cc1C(F)(F)F	i
Cc1nn(C)cc1CN(C)CC1(O)CCCN(Cc2cccc(F)c2F)C1=O (stereo not given)	?
O=C(c1ccc(Cl)cc1)N1CC2(CCNC2)OCc2ccccc21 (stereo not given)	?
CN[C@@H](C)c1nc(C2CCOCC2)nn1CC1CCCCC1	?
COc1ccc(Cn2c(=O)c3oc4ccccc4c3n(CC(=O)Nc3cc(C)cc(C)c3)c2=O)cc1	-9%
Cc1cc(C(=O)N2CCCCCNC(=O)[C@H]3C[C@H](C(=O)N4CCc5ccccc5C4)C[C@H]32)n(C)n1	?
Cc1c(C)c2c(cc(C)c3c(-c4ccc(Br)cc4)coc32)oc1=O	?
O=C(c1ccncn1)N1C[C@@H](COCC2CC2)[C@H](c2ccncc2)C1	1%
CC(=O)N1CCC(N(Cc2ccc(C)o2)C(=O)Nc2ccccc2F)CC1	18%
O=C1NC2(CCCN([S+](=O)([O-])c3cccc(C(F)(F)F)c3)C2)COc2ccccc21 (stereo not given)	-17%

16 entries from above, comma-delimited:
smiles,Pf Dd2 inh
Cc1ccc(OCC(=O)Nc2cccc(-c3nc4ccccc4o3)c2C)cc1C,-6%
COc1cccc(N2C(=O)N(CC(=O)NCc3cccc(OC)c3OC)c3ccccc3S2(=O)=O)c1,-12%
O[C@@H]1CCN(c2nccc(C3(c4ccccc4Cl)CCNCC3)n2)C1,-17%
COc1ccccc1CN1C(=O)C(=O)c2cccc(C)c21,29%
CCOC(=O)C1(Cc2ccccc2F)CCCN(C(=O)c2cccs2)C1 (stereo not given),i
Cc1nc(CC2CCN(C(=O)c3ccsc3)CC2)n[nH]1,2%
CC(C)N[C@@H]1CC[C@@H]1NC(=O)c1ccc(C(F)(F)F)cc1C(F)(F)F,i
Cc1nn(C)cc1CN(C)CC1(O)CCCN(Cc2cccc(F)c2F)C1=O (stereo not given),?
O=C(c1ccc(Cl)cc1)N1CC2(CCNC2)OCc2ccccc21 (stereo not given),?
CN[C@@H](C)c1nc(C2CCOCC2)nn1CC1CCCCC1,?
COc1ccc(Cn2c(=O)c3oc4ccccc4c3n(CC(=O)Nc3cc(C)cc(C)c3)c2=O)cc1,-9%
Cc1cc(C(=O)N2CCCCCNC(=O)[C@H]3C[C@H](C(=O)N4CCc5ccccc5C4)C[C@H]32)n(C)n1,?
Cc1c(C)c2c(cc(C)c3c(-c4ccc(Br)cc4)coc32)oc1=O,?
O=C(c1ccncn1)N1C[C@@H](COCC2CC2)[C@H](c2ccncc2)C1,1%
CC(=O)N1CCC(N(Cc2ccc(C)o2)C(=O)Nc2ccccc2F)CC1,18%
O=C1NC2(CCCN([S+](=O)([O-])c3cccc(C(F)(F)F)c3)C2)COc2ccccc21 (stereo not given),-17%

New compounds follow:
SMILES	Pf Dd2 inh
COc1ccc(NC(=O)[C@@H]2C[C@@H](c3ccc(F)cc3)N([S+](=O)([O-])c3cccnc3)C2)c(C)c1	-22%
CCC(CC)C(=O)Nc1cc(-c2cn3cccnc3n2)ccc1OC	12%
Cc1nc([C@@H]2CN(C(=O)c3cccs3)C[C@H]2C(N)=O)n[nH]1	2%
COCC1CN(C2CCC2)CC12CCN(C(=O)c1cnc(C)cn1)CC2 (stereo not given)	i
Cc1ccc(CNC(=O)C(=O)Nc2c3c(nn2-c2ccc(F)cc2)CSC3)cc1	-1%
CN(C)c1cccc(-c2cnc(Nc3ccc4c(c3)OCCO4)c3c2CCO3)c1	-29%[44.1 µM]
O=C(COC(=O)c1cc(-c2cccs2)nc2ccccc12)c1ccc(Cl)cc1	69%[activator]
O=c1cc(C2CC(NC3CCC4(CCNCC4)CC3)C2)nc(C2CC2)[nH]1 (stereo not given)	2%
COc1cccc([S+](=O)([O-])N2CCCC3(CC(Cc4ccccc4)=NO3)C2)c1 (stereo not given)	i
c1cncc(C2=NOC3(CCN(Cc4c[nH]c5ccccc45)CC3)C2)c1	11%
COCCN1CCC2(CCC1=O)CCN(S(=O)(=O)c1ccc3c(c1)OCCO3)CC2	i
Cc1ccc(C2(O)CCN(C(=O)c3cccc(-c4ncc[nH]4)c3)CC2)nc1	?
CCn1cc(CN2CCC(Oc3ccc4ccccc4c3)(C(=O)O)CC2)cn1	-8%
CCN(CC)CCNC(=O)c1ccc2c(=O)n3nc(Nc4ccccc4OC)sc3nc2c1	?
COc1ccc(NC(=O)c2ccc(-c3nnc4ccc(NC(=O)C5CCC5)cn34)cc2)cc1	1µM*
COc1ccc2oc(-c3cccc(NC(=O)c4sc5c([N+](=O)[O-])cccc5c4Cl)c3)nc2c1	18%
Cc1ncc2c(c1CNC(=O)c1cc(F)cc(Cl)c1)CCNC2	-16%
O=C(Cn1ncc2c3ccccc3n(Cc3cccc(Cl)c3)c2c1=O)NCCCc1ccccc1	-6%
COc1cccc(CN2Cc3cc(NC(=O)c4ccc([N+](=O)[O-])cc4)ccc3OC(C)C2=O)c1OC (stereo not given)	?
CCCNC(=O)N1[C@H](c2ccc(C)s2)[C@@H](C)C(=O)[C@@H](C)[C@@H]1c1ccc(C)s1	?
CN(C)c1ccc(CNC(=O)c2ccc3nc(Cc4ccccc4)oc3c2)cc1	-26%
CN(Cc1cnccn1)C(=O)c1cc(CN2CCC(Cc3ccccc3)CC2)on1	6%
Cc1ccc(O)c(CN2CCCC(c3nc(CC(C)C)no3)C2)c1 (stereo not given)	?
COCCN1C(=O)[C@@H]2C[C@@H](CN2S(C)(=O)=O)Oc2ccccc21	10%[44.1 µM]
CN1CCN(c2ccc(-c3nccc4c(=O)cc(N(C)c5ccccc5)oc34)cn2)CC1	?
Further entries follow.
SMILES	Pf Dd2 inh
O=C1NCc2ccccc2CC12CCN(CC1=CCCCC1)CC2	-11%
CC(C)C(=O)N1Cc2ccccc2CC2(CCCN(Cc3cccnc3)C2)C1 (stereo not given)	?
COc1ccc(-c2ccc3ccccc3n2)c(OC)c1OC	-25%
Cc1ccc(Cl)cc1Nc1nn2c(=O)c3ccc(C(=O)NCc4cccs4)cc3nc2s1	i
O=C1NCc2ccccc2CC12CCCN(Cc1cccnc1)C2 (stereo not given)	?
Cc1ccc(NC(=O)Cn2c(C)cc(C)c(C#N)c2=O)cc1	-11%
CCOC(=O)c1c(NC(=O)c2nc(SCC)ncc2Cl)sc(C(C)=O)c1C	i
COCc1ncc(C)n1CCNC(=O)c1ccc(C)[nH]c1=O	-13%
O=C(c1[nH]nc2c1COc1ccccc1-2)N1CC(c2noc(COc3ccc(F)cc3)n2)C1	i
C[S+](=O)([O-])N1Cc2ccccc2CC2(CCCN2CC2CCCC2)C1 (stereo not given)	?
COc1cccc(NC(=O)Cn2c(=O)n(Cc3ccccc3)c(=O)c3c2c2cc(C)ccc2n3C)c1	?
CC(C)C[C@H](CO)NC(=O)C[C@@H]1c2nc(NC(=O)CC(C)(C)C)sc2C[C@@H]2[C@](C)(CO)[C@H](O)CC[C@]21C	?
C[C@@H]1CN(C(=O)CCc2cnccn2)CC[C@@]1(O)C1CCOCC1	-4%
Cc1noc(C)c1NC(=O)N[C@@H]1C[C@H](Cn2cc(-c3cccnc3)nn2)[C@@H](O)[C@H]1O	1%
COCCOCc1nc(C2CCCCN2C(=O)Nc2ccc(OC)c(F)c2)no1 (stereo not given)	11%
COc1cc(C2CC(=O)Oc3c2c(=O)n(C)c2ccccc32)ccc1O (stereo not given)	96%[activator]
Cc1c(F)cccc1NC(=O)N1CCCC(Cn2cnc3cccnc32)C1 (stereo not given)	-25%
COc1ccc(NC(=O)N2CCCC(c3nc(C4CCOCC4)no3)C2)cc1 (stereo not given)	38%[activator]
COc1ccc(NC(=O)NC[C@H]2O[C@H](Cc3cc(-c4cccc(O)c4)on3)CC[C@@H]2O)cc1	-10%
Nc1nc(C2CC(NC(=O)c3csc4c3CCCC4)C2)cc(=O)[nH]1 (stereo not given)	?
CCOc1ccc(Nc2nc3c(S(=O)(=O)c4cccc(Cl)c4)nnn3c3ccsc23)cc1	-25%
CCCN(C)C(=O)CC1COc2ccc(C(=O)NCCOC)cc2N1C (stereo not given)	-3%
Cc1cc(C)n(C(C)CC(=O)Nc2cccc(C#N)c2)n1 (stereo not given)	2%
Cc1noc(C2CCCCN2C(=O)c2ccoc2)n1 (stereo not given)	-6%
CC(=O)c1cc(-c2ccc(F)cc2)n(CC(=O)NC2CCCCCC2)c1C	64%[activator]
Further structures.
SMILES	Pf Dd2 inh
COCCn1cnc2ccc(-c3ccc(F)c(Cl)c3)nc2c1=O	?
O[C@@H]1CN(Cc2cccn2-c2ccccn2)CC[C@H]1c1ccc2c(c1)OCO2	i
COc1ccc(C(=O)NCc2nnc3c(-c4nc(C(C)C)no4)cccn23)cc1F	?
COc1ccc(CNC(=O)Cn2nc(C)c3sc(C(C)C)nc3c2=O)cc1	i
COc1ccccc1C(=O)N[C@H]1[C@H](O)[C@H](O)C[C@@H]1c1ccc(C(F)(F)F)cc1	i
CCc1cccc(C)c1NC(=O)Cn1ccn2nc(-c3ccccc3)c(CO)c2c1=O	10%
CCS(=O)(=O)N1CCC(C(=O)NCCC(C)C)CC1	1%
CN(C)c1ccc(-c2nnc([C@H]3CCN(Cc4ccco4)C3)o2)cc1	7.9µM*
CNC(=O)c1cnn2c1CN([S+](=O)([O-])c1cccc(C(F)(F)F)c1)CC2	3%
Cc1ccc(-c2ccc3nnc(CNC(=O)c4ccco4)n3n2)cc1	-2%
COCCOCC1(CNCc2c(C)noc2C)C[C@@H](O)[C@@H](O)C1 (stereo not given in full)	0%[44.1 µM]
COc1ccc(NC(=O)N2CCN3CCCCC3C2)cc1OC (stereo not given)	39%[activator]
Cc1noc(C)c1S(=O)(=O)N1CCCOCCNC(=O)[C@@H]2CCC[C@@H]21	4%
